Screens: PubChem, National Center for Advancing Translational Sciences (NCATS)
HEK293 cAMP ctrl – counter-screen for TSHR agonists: cAMP increase in parental HEK293; parental HEK293 CNG cAMP sensor, membrane potential fluorescence; Potency, µM (highest dose often 57.1 µM), inactives show top-dose activation, usual class: activators; 73,000 compounds, 2.5% hits; AID 938; further: potency means the concentration at half of the fitted maximal effect; % of control where 0% means no effect; nearly all actives have a fitted effect of over 55% in size
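Counterscreen for endogenous-receptor signalling: CNG-channel HEK 293 cells report cAMP rise by membrane depolarization. After 60 min dye equilibration with 100 uM RO 20-1724, compounds incubated 30 min before bottom-read fluorescence at 590 nm.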
BRCT inh red – disrupts BRCA1 BRCT binding to phosphoprotein, red fluorophore readout; BRCT-phosphopeptide binding, red fluorescence polarization; Potency, µM (series often up to 76.9 µM), inactives show at the highest dose activity change, negative = inhibition, usual class: inhibitors; 75,000 compounds, 0.03% hits; AID 892; further: on the % scale 0 is the no-effect control and ±100 the full control effect
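Rhodamine-labelled pBACH1 10-mer (100 nM) bound to BRCT domain (100 nM) at pH 7.3; compounds incubated 12 min room temperature, polarization read. Free peptide defines full inhibition; unlabelled decapeptide titrated as control.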
HADH2 inh – inhibitors of human HADH2 dehydrogenase. Q99714. recombinant HADH2, NADH fluorescence, beta-hydroxybutyryl-CoA. Potency, µM (titrated, usually from 57.1 µM), for the others: at the highest dose activity change, negative = inhibition, usual class: inhibitors. 73,000 compounds, 3.4% hits; further: potency means the concentration at half of the fitted maximal effect; on the % scale 0 is the no-effect control and ±100 the full control effect; nearly all actives have a fitted effect of over 60% in size; many of its hits are not listed in these tables
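His-tagged recombinant enzyme from E. coli, 20 nM, preincubated 15 min RT with compound; reaction started with 1 mM NAD+ and 90 uM beta-hydroxybutyryl-CoA in 100 mM Tris-HCl pH 9.0. NADH fluorescence (ex 360/em 450) read over 4 min; last-minus-first difference.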
USP2a inh – blocks human ubiquitin-specific protease USP2a; O75604; USP2a enzymatic assay, qHTS inhibition; Potency, µM (top dose mostly 38.3 µM), inactives show at the top dose activity change, negative = inhibition, hits mostly inhibitors; 60,000 compounds, 0.1% hits; AID 927;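 further: potency means the concentration at half of the fitted maximal effect; nearly all actives have a fitted effect of over 60% in size; plate controls were DMSO for no effect and NEM full inhibition control for full effect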
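USP2 core (20nM final) preincubated 30 min RT with compound, then Ub-PLA2 20nM and NBD C6-HPC 20uM final added; buffer 20mM Tris-HCl pH 8.0, 2mM CaCl2. Fluorescence Ex 460/Em 535 read at 0 and 2.5 h; normalized to NEM.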
Pol III holo inh – inhibitors of bacterial DNA polymerase III holoenzyme; AID 603; 71,000 compounds, 0.25% hits; Potency, µM (doses to about 57.1 µM), for the others: top-dose activity change, negative = inhibition; reconstituted DNA polymerase III holoenzyme replication, biochemical; further: potency means the concentration at half of the fitted maximal effect; on the % scale 0 is the no-effect control and ±100 the full control effect
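Reconstituted *E. coli* holoenzyme (0.35 nM Pol III, 1 nM beta, 154 nM SSB, 2 nM primase) was preincubated with compound for 15 min at RT. Synthesis on 1.4 nM ssM13Gori ran 35 min, then was stopped with PicoGreen/EDTA and read as dsDNA fluorescence.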
Rhodamine fluor – rhodamine region autofluorescence; Rhodamine-region fluorescence, 547/598 nm, Tris buffer; active compounds read high; max dye-equivalent concentration, M; 59,000 compounds, 0.05% hits; in the data active means max dye-equivalent concentration above about 11 nM; inconclusive means between about 1.1 nM and that limit
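Steps: pin-transfer compounds into pH 8.0 Tris (100 mM), hold 15 min at room temperature, image with a 547/598 nm filter pair, and convert intensities to rhodamine-equivalent concentration using a six-point on-plate rhodamine series.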
BRCT inh green – BRCA1 BRCT-phosphoprotein interaction inhibition. BRCA1 BRCT-phosphopeptide binding, green fluorescence polarization. Potency, µM (titrated, usually from 76.9 µM), inactives show top-dose activity change, negative = inhibition, usual class: inhibitors. 75,000 compounds, 0.05% hits. AID 875;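 further: potency means the concentration at half of the fitted maximal effect; plate controls were peptide without protein for full effect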
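Fluorescence polarization: His-tagged BRCT (~35 kDa BRCA1 C-terminus, 250 nM) bound to 100 nM fluorescein-labeled phosphorylated 10-aa BACH1 peptide, pH 7.3 phosphate buffer with DTT and Tween 20. Compounds incubated 12 min at room temperature; inhibition read as lowered polarization.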
Casp7 inh – caspase-7 (human) inhibition, allosteric or competitive; P55210; recombinant caspase-7, Ac-DEVD-AFC fluorescence rate; Potency, µM (titrated, usually from 57.5 µM), inactives show at the top dose activity change, negative = inhibition, usual class: inhibitors; 75,000 compounds, 0.02% hits; AID 889; active means well fitted inhibition curve with a large enough effect in the main read-out, with a control signal flat, not every such curve was filed as active; inconclusive means small, poorly fitted or top-dose-only effect, or a change in a side signal; further: potency means the concentration at half of the fitted maximal effect; % of control where 0% means no effect
15-hLO inh – 15-hLO (ALOX15) enzyme inhibition | P16050 | purified 15hLO-1, xylenol orange hydroperoxide absorbance | Potency, µM (titrated, usually from 57.1 µM), for the others: at the highest dose activity change, negative = inhibition, hits mostly inhibitors | 74,000 compounds, 1.4% hits; further: potency means the concentration at half of the fitted maximal effect; on the % scale 0 is the no-effect control and ±100 the full control effect; nearly all actives have a fitted effect of over 55% in size
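Inhibition is scored from a chromogenic endpoint. After 15 min enzyme-compound contact, arachidonic acid (50 uM final) reacts 6 min with 40 nM 15hLO-1 at room temperature, then Fe-XO reagent is added for 30 min and absorbance ratio recorded.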
Tau fil binding – binders of human tau filaments | recombinant tau filaments, thioflavin S fluorescence, 15 h; filaments grown with octadecylsulfate alongside compound | 71,000 compounds, 2% hits | Potency, µM (titrated, usually from 57.1 µM), for inactives: at the top dose activity change, negative = inhibition | AID 596;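 further: potency means the concentration at half of the fitted maximal effect; on the % scale 0 is the no-effect control and ±100 the full control effect; actives lower thioflavin S fluorescence by blocking filaments or displacing dye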
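Tau 2 uM in ThS buffer dispensed; compound added; 60 uM ODS added (finals 1 uM tau, 30 uM ODS); 15 h 37 C; fluor ex450/em510.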
Casp1 inh – blocks human caspase-1 allosterically or competitively; Caspase-1 enzyme, Ac-WEHD-AFC fluorogenic rate; Potency, µM (highest dose often 57.5 µM), for the others: top-dose activity change, negative = inhibition, most hits filed as inhibitors; 75,000 compounds, 0.03% hits; AID 900;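 further: potency means the concentration at half of the fitted maximal effect; plate controls were vehicle for no effect and no substrate for full effect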
Active calls of the source: *; i = inactive; ? = inconclusive; nt = not tested or not shown; [ ] = dose if it differs, or a comment. Unless noted, the call rests on the fitted dose curve; in most records, active means well fitted curve in the direction sought with a large enough effect; inconclusive means small, poorly fitted or top-dose-only effect, or another doubt; inactive means no such curve, though single readings can be large; an effect the other way counts as inactive or inconclusive. The list is partial; count on the stated rates, not on these rows.

SMILES	HEK293 cAMP ctrl	BRCT inh red	HADH2 inh	USP2a inh	Pol III holo inh	Rhodamine fluor	BRCT inh green	Casp7 inh	15-hLO inh	Tau fil binding	Casp1 inh
O=S(=O)(/N=C(/Nc1cc(N2CCOCC2)ncn1)c1ccc(F)cc1)c1ccccc1	-0.8%	-2.4%	6.1%	-1.3%	0.5%	i	-2.3%	-0.4%	5.6%	10.3%	-0.5%
CO[C@@H]1COC(=O)[C@H]2CCCN2C(=O)[C@@H](C)COC(=O)CCC[C@H]1C	3.5%[11.4 µM]	2.0%[15.4 µM]	-8.5%[11.4 µM]	nt	nt	nt	-0.3%[15.4 µM]	1.4%[11.5 µM]	-2.8%[11.4 µM]	nt	0.5%[11.5 µM]
Cn1nnc(NC(=O)c2cccc(F)c2)n1	0.8%	-0.1%	-6.3%	-8.1%	-4.3%	i	-0.5%	3.2%	9.8%	-3.5%	1.2%
Cc1cc(N2CCCCC2)nc2ccc(Cc3ccc4nc(N5CCCCC5)cc(C)c4c3)cc12	7.2%[11.4 µM]	-0.6%[15.4 µM]	1.3%[11.4 µM]	nt	-0.2%[11.4 µM]	i	4.5%[15.4 µM]	0.5%[11.5 µM]	5.9%[11.4 µM]	16.3%[11.4 µM]	-0.8%[11.5 µM]
Brc1cnc(N2CCCC2)nc1N1CCOCC1	8.5%	0.9%	-2.5%	-4.0%	-2.2%	i	-3.9%	-1.0%	-9.7%	3.6%	-0.3%
S=c1ccss1	nt	2.1%	nt	-11.8%	nt	nt	-2.3%	-7.8%	7.94µM*	nt	-4.9%
Cc1ccc(O)c(NC(=O)c2cccc(S(=O)(=O)N3CCCCC3)c2)c1	?	-0.3%	-3.2%	19.3%	-5.8%	i	2.3%	-1.1%	-12.2%	-4.7%	-1.1%
CCCCC1CCC(c2nc(-c3cccnc3)no2)CC1 (stereo not drawn)	2.5%[11.4 µM]	-0.7%	-1.1%[11.4 µM]	6.7%[7.66 µM]	-8.0%[11.4 µM]	nt	-1.0%	-1.4%	-1.6%[11.4 µM]	8.8%[11.4 µM]	-2.0%
COC(=O)Cn1cnc2sc(C)c(S(=O)(=O)N3CCN(c4ccccc4OC)CC3)c2c1=O	4.9%	-1.2%	7.4%	16.4%	-0.9%	i	-1.5%	-0.6%	6.2%	221.6%	-0.8%
CSCCC1(C(=O)O)NC(c2ccccc2O)C2C(=O)N(C(C)C)C(=O)C21 (stereo not drawn)	-6.2%	1.2%	2.0%	nt	-5.1%	nt	-0.7%	1.0%	2.4%	-15.4%	-1.9%
O=C(Nc1ccc2nn(-c3ccccc3)nc2c1)c1ccc(Br)o1	?	1.4%	nt	20.0%	-11.5%	i	1.2%	-7.5%	-16.3%	i	-6.8%
CCCN(CCC)C(=O)Cn1c(=O)n(CCCCC(=O)NCc2ccco2)c(=O)c2ccccc21	16.4%	-0.5%	3.6%	3.6%	3.7%	i	0.5%	-1.4%	6.3%	6.7%	-0.7%
Cc1noc(C)c1COC(=O)CCC(=O)c1ccc(F)cc1	8.7%	-1.4%	15.0%	1.7%	1.0%	i	-2.9%	0.3%	9.3%	9.1%	0.1%
O=C(Cn1c(=O)n(CCCC(=O)NC2CCCC2)c(=O)c2ccccc21)NCCC1=CCCCC1	24.8%	-0.4%	7.4%	2.3%	0.7%	i	-1.2%	0.0%	-1.4%	11.2%	2.2%
Cc1cccc([N+](=O)[O-])c1C(=O)O	26.2%	0.2%	-12.5%	nt	-5.3%	nt	-1.8%	0.6%	-2.5%	8.1%	-4.3%
Cc1ccccc1-c1nc(NCc2cccs2)c2ccccc2n1	?	0.8%	-22.3%	131.1%[activator]	1.3%	i	0.6%	-8.3%	?	-14.5%	-3.9%
O=C(O)CCC(=O)N1CCN(c2nc3ccccc3s2)CC1	9.5%	-1.0%	-1.5%	1.3%	-2.1%	i	-1.2%	0.1%	5.4%	3.8%	-0.4%
COc1cccc(NC(=O)Cc2nnc(SCCOc3ccccc3)n2C)c1	3.7%	-0.8%	2.1%	27.0%	6.8%	i	-1.8%	-0.1%	-4.2%	0.6%	-0.3%
Cc1ccc(S(=O)(=O)N2CCN(C(=O)CCC(=O)OCC(=O)Nc3cccc(C#N)c3)CC2)cc1	3.3%	1.3%	-5.0%	18.4%	4.3%	i	0.3%	-4.2%	-27.1%	-7.0%	-0.7%
Cc1[nH]nc2c1C1(CCN(Cc3ccccc3)CC1)C(C#N)=C(N)O2	-4.0%	-1.8%	-12.3%	9.1%	-5.0%	i	-3.4%	-14.2%	-24.8%	467.8%	-18.2%
c1ccc(CNc2nc(-c3ccc4c(c3)OCO4)nc3ccccc23)cc1	7.7%	1.8%	?	?	1.5%	i	-1.9%	-7.6%	-11.9%	201.9%	-8.2%
O=C(C1CCN(C2CC(=O)N(c3cccc(Cl)c3)C2=O)CC1)N1CCCC1 (stereo not drawn)	-3.6%	-0.5%	-18.7%	7.3%	-0.9%	i	1.0%	0.6%	2.9%	10.6%	-0.6%
CCC(=O)Oc1ccc(C/C(=N\O)c2ccc(O)cc2O)o1	9.6%	0.9%	15.8µM*	1.2%	-24.7%	i	0.8%	-4.0%	?	-5.8%	-2.0%
CCc1nnc(NC(=O)c2cccc(C(=O)Nc3nnc(CC)s3)n2)s1	23.3%	0.1%	-0.8%	13.7%	-0.4%	i	-1.6%	-0.5%	60.4%[activator]	3.3%	1.1%
CCC(=O)[C@]12O[C@@]3(C4C(=O)OCCC41)N(Cc1ccccc1)C(C)=C(C(=O)OC)C(c1ccccc1)N3C2=O (stereo partly drawn)	0.5%[11.4 µM]	0.1%[15.4 µM]	6.9%[11.4 µM]	nt	nt	nt	1.5%[15.4 µM]	2.0%[11.5 µM]	-5.5%[11.4 µM]	nt	-1.6%[11.5 µM]
Other structures follow.
SMILES	HEK293 cAMP ctrl	BRCT inh red	HADH2 inh	USP2a inh	Pol III holo inh	Rhodamine fluor	BRCT inh green	Casp7 inh	15-hLO inh	Tau fil binding	Casp1 inh
O=C(O)CCc1nc(-c2cccs2)no1	5.6%	0.6%	1.4%	-8.0%	-8.0%	i	-3.2%	-1.1%	4.6%	6.3%	1.4%
O=C(NC1CCCC1)C1c2ccccc2C(=O)N1CCCN1CCOCC1 (stereo not drawn)	2.5%	1.1%	-0.7%	nt	-6.5%	nt	-0.5%	-0.5%	-1.6%	-0.9%	-3.0%
Cc1ccc(-n2c(SCc3nnc4n3CCC4)nnc2-c2ccccc2)cc1	-3.5%	1.2%	4.1%	8.2%	-2.7%	i	0.5%	-0.2%	8.8%	3.6%	0.6%
CC1CC(OC(=O)c2ccccc2O)CC(C)(C)C1 (stereo not drawn)	-5.2%	2.1%	-0.8%	-8.3%	-12.1%	nt	-1.8%[3.08 µM]	3.3%	6.1%	15.8%	4.8%
Cc1ccc2c(c1)c1c(n2C)C(C(N)=O)CCC1 (stereo not drawn)	-3.2%	0.7%	-3.3%	6.31µM*	0.6%	i	-2.7%	-2.0%	-1.4%	-6.7%	1.4%
COc1ccc(N(CC(=O)NCCSC(C)(C)C)S(C)(=O)=O)c(OC)c1	18.1%[11.4 µM]	-1.1%	2.6%[11.4 µM]	10.2%[7.66 µM]	4.9%[11.4 µM]	nt	-1.1%	1.3%	-2.9%[11.4 µM]	-9.0%[11.4 µM]	-0.5%
CCOC(=O)N1CCN(c2ncnc3c2cnn3-c2ccc(Cl)cc2)CC1	1.4%	1.5%	9.4%	8.5%	1.0%	i	-1.6%	1.1%	6.3%	-1.2%	-2.3%
O=C1OC(O)C(C(Cl)Cl)=C1Cl (stereo not drawn)	1.1%	-0.1%	2.51µM*	nt	-13.1%	nt	-0.5%	0.6%	-12.1%	-3.0%	3.3%
COc1ccc(CCn2nnnc2C(C(C)C)N2CCC(C(N)=O)CC2)cc1OC (stereo not drawn)	5.0%	-1.6%	7.9%	-0.3%	-1.9%	i	0.9%	-1.2%	-0.1%	3.0%	2.1%
COc1cc2nc(C3CC3)n(NC(=O)c3ccc(F)cc3)c(=O)c2cc1OC	-3.0%	1.3%	5.2%	6.0%	-7.9%	i	-1.9%	0.4%	6.4%	-1.2%	0.5%
O=C(C1CC1c1ccccc1)N1CCOCC1 (stereo not drawn)	6.5%[11.4 µM]	0.1%	3.8%[11.4 µM]	-2.5%[7.66 µM]	-4.0%[11.4 µM]	nt	-1.6%	0.4%	5.5%[11.4 µM]	-6.4%[11.4 µM]	-0.9%
